Screens deposited in PubChem by several laboratories.
Wee1 stabilizer – inhibitors of human Wee1 degradation; HeLa Luc-Wee1K328M stability, luciferase luminescence; 100% = proteasome inhibitor MG132 effect; hit rate 1.2% among 220,000; P30291; AID 1321; reporter increase, % at 5 µM;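 active = activation above the mean of all tested compounds plus 3 SD, set per screening run, cut at about 8.8% in these data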;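 also: cells exposed to compound for 20 h before luminescence read; 0% = DMSO alone and 100% = MG132 at 30 µM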
eIF4E-4G inh – blocks eIF4E binding to eIF4G | inhibition, % at 21.7 µM | hit rate 0.37% among 220,000 | AID 782 | TR-FRET eIF4E-eIF4GI(517-606) binding, 2 h;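 active = inhibition above about 30%, limit read from the data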;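 also: 0% = full FRET control wells and 100% = background wells lacking eIF4GI fragment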
MDM2 E3 inh – blocks human Mdm2 ubiquitin ligase activity. signal enhancement, % at 5 µM. hit rate 0.11% among 210,000. AID 1230. Q00987. cell-based MDM2 ubiquitination luciferase reporter, 2 h; 0 = plate control, 100 = twice control, blank-subtracted;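 active = signal enhancement of 30% or more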;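 also: luminescence tracks abundance of the self-degrading MDM2-luciferase fusion protein; higher signal means inhibition of MDM2 E3 ligase activity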
Target sequence (Q00987 whole entry, looked up, the tested form may be a part): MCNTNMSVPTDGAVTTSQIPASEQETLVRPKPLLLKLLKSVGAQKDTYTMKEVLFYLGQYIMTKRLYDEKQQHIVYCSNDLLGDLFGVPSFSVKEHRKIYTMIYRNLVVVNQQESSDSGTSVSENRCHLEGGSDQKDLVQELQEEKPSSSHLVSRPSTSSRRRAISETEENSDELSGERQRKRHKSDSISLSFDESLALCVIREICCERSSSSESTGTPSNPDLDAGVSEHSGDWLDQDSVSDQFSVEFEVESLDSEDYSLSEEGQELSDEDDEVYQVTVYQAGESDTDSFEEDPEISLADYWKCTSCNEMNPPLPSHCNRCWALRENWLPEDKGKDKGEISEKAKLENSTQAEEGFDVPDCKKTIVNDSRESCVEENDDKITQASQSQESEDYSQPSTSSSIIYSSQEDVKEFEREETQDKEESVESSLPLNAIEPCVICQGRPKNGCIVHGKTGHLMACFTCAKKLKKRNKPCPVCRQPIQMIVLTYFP
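System: stable MDM2–luciferase fusion reporter cells / Input: 2000 cells seeded into each well / Schedule: 4 h settle plus 2 h compound, 37 °C / Compound: single-point 5 µM / Buffer or medium: cells held in DMEM / Benchmarks: control and blank well means / Evaluation: percent signal gain over controls, blank-subtracted / Measured by: luciferase luminescence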
PERK inhibitor – human PERK inhibition, primary cell-based screen | Q9NZJ5 | CHO PERK-DD fusion, SEAP luminescence translation reporter | hit rate 0.17% among 220,000 | inhibition, % at 5.6 µM;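 active = inhibition above the mean inhibition of all tested compounds plus 3 SD, set separately per screening campaign, cut at about 2.9% in these data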;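 also: PERK kinase domain activated by AP20187 dimerizer at 100 nM; 0% = DMSO with dimerizer and 100% = rapamycin at 8.4 µM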
S1P4 ag – agonists of human S1P4 receptor; O95977; S1P4-expressing cell line, agonist reporter assay; activation, % at 4.98 µM; hit rate 0.35% among 220,000; in the data active = activation above about 11%;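 also: 0% = DMSO vehicle and 100% = reference agonist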
S1P4 antagonist – human S1P4 receptor antagonism; inhibition, % at 4.98 µM; S1P4-expressing cells, antagonist mode, reporter read-out; AID 1510; hit rate 0.26% among 220,000; in the data active = inhibition above about 29%;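 also: 0% = wells stimulated with agonist and 100% = vehicle wells without agonist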
BaF3 parental – counter-screen for JAK2V617F inhibitors: parental Ba/F3 viability inhibitors; hit rate 1.1% among 220,000; inhibition, % at 5.6 µM; CellTiter-Glo ATP luminescence;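 active = inhibition above a per-campaign cutoff, the mean inhibition of all tested compounds plus 3 SD, cut at about 27% in these data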;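 also: 0% = DMSO wells and 100% = JAK Inhibitor I control wells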
Ba/F3 V617F tox – lowers viability of Ba/F3 cells expressing EpoR and JAK2V617F. ATP luminescence. inhibition, % at 5.6 µM. hit rate 1.1% among 220,000. AID 1446;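 active = inhibition above the campaign mean plus 3 SD over all tested compounds, cut at about 24% in these data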;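 also: cytokine-independent growth of Ba/F3 cells driven by EpoR plus mutant JAK2; 0% = DMSO-treated cells and 100% = JAK inhibitor I control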
NPY2 pot ag – potentiates or activates human NPY-Y2 receptor | P49146 | cells expressing NPY-Y2, potentiator/agonist read-out | activation, % at 3.6 µM | hit rate 0.45% among 220,000; in the data active = activation above about 27%;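 also: cells stimulated with NPY near EC25 plus isoproterenol at EC100; 0% = vehicle plus submaximal agonist and 100% = vehicle plus saturating agonist; some results beyond the cut were filed as inactive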
Target sequence (P49146 whole entry, looked up): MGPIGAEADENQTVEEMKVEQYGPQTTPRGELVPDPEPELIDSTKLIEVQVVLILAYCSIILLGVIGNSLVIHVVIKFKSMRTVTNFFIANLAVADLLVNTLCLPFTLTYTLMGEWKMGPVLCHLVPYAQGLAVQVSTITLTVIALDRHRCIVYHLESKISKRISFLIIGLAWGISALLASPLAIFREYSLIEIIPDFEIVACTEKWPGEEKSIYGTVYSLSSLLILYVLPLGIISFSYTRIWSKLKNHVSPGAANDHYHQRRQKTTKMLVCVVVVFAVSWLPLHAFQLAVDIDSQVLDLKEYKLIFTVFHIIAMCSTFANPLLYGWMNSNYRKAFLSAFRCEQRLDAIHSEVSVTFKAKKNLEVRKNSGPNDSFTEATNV
The depositor's hits bear a star; x = no result given; [ ] = remark or other dose.

SMILES	Wee1 stabilizer	eIF4E-4G inh	MDM2 E3 inh	PERK inhibitor	S1P4 ag	S1P4 antagonist	BaF3 parental	Ba/F3 V617F tox	NPY2 pot ag
O=C(CSc1nnc2c(Cl)cc(Cl)cn12)NC1CCS(=O)(=O)C1 (centres undefined)	-2	1	0	-0.3	1.3	-14	4	-3	-3
Cc1cc(N2C(=O)CC(N3CCN(c4ccc(C(=O)c5cccs5)cc4)CC3)C2=O)no1 (centres undefined)	1	-17[fluorescence artefact?]	-14	-0.2	-0.6	-9	-1	-3	6
CC1(C)Cc2c(sc3c4nnnn4c4nnnn4c23)CO1	3	6[fluorescence artefact?]	0	-0.1	0.9	-22	0	4	0
CNC(=S)Nc1cccc2[nH]ncc12	-3	-10	-2	1.8	-0.6	-14	4	1	5
CCn1c(=O)c(=O)n(CC)c2cc(S(=O)(=O)N3CCc4ccccc43)ccc21	-3	-2	-4	0.2	-0.8	-14	4	-3	2
CC(C)CNC(=O)c1nc(-c2ccccc2)n(-c2ccccc2)n1	3	2	4	-0.4	-2.0	8	10	5	-22
c1csc(CNc2nc3ccccc3n2CCN2CCOCC2)c1	0	1	-7	-1.5	-0.5	13	2	-6	7
CCOC(=O)CC(=O)CSc1nc(CC)c(C)cc1C#N	1	3	-1	1.9	-0.7	6	-1	-4	-1
COc1ccc(Cl)cc1NC(=O)CSc1nnc(COc2ccccc2)n1C	-2	3	1	-0.8	-0.9	-7	6	1	-4
Cc1cccc2sc(NC(=O)CNS(=O)(=O)c3ccc(Br)s3)nc12	-2	1	-4	0.5	0.3	-5	14	6	-14
COC(=O)c1ccc(NC(=O)CN2C(=O)CSC2=O)cc1	-1	-2	-10	0.4	2.5	-11	3	2	4
Cc1cccc(NC(=O)Cn2c(=O)n(Cc3ccco3)c(=N)c3c4c(sc32)COC(C)(C)C4)c1	-2	0	-6	0.0	-0.9	11	5	3	-36
Cc1cc2cc3c(cc2nc1SCc1ccccn1)OCCO3	0	1[fluorescence artefact?]	2	0.5	1.8	-6	7	0	0
O=C1c2cccc3cccc(c23)C(=O)N1CCCN1CCN(c2ccc(F)cc2)CC1	-3	0	-4	-0.5	0.1	-12	10	2	-9
COc1ccc(Nc2oc(-c3cccs3)nc2C#N)cc1	4	-3	-1	0.8	0.6	-10	7	4	16
O=C(CSc1nc(-c2ccc(F)cc2)cc(C(F)(F)F)n1)NCCN1CCOCC1	0	0	-12	-0.5	1.6	-13	2	-3	-6
Cn1c(SCC(=O)c2ccc3c(c2)OCO3)nnc1-c1ccccn1	-2	3	-12	1.7	-5.0	-15	3	-2	13
CN(Cc1cccc2ccccc12)C(=O)c1cc(COc2c(F)cccc2F)on1	1	-1	-18	0.1	0.9	-4	2	-2	-8
COc1cc(/C=C2\SC(=S)N(CC(=O)NC3=NCCS3)C2=O)cc(OC)c1OC	-4	0	-12	1.0	0.3	-4	2	-2	-2
CCOc1ccc(N(CC(=O)N/N=C/c2cccnc2)S(C)(=O)=O)cc1	-1	2	-9	1.2	2.0	-4	11	-3	0
O=C1c2ccccc2C(=O)N1CSc1nnnn1-c1ccccc1	2	-5	1	0.7	-1.4	-10	2	0	-5
Cc1cccc2cc(C#N)c(SCC(=O)NCc3cccs3)nc12	1	-1[fluorescence artefact?]	-13	0.8	-2.5	-6	-2	-4	6
COc1cccc(N2C(=O)C3C(C2=O)C2C=CC3C23CC3)c1 (centres undefined)	-2	-2	-9	0.8	-0.6	8	5	0	15
O=C1NC(=O)C2C1C(c1cccs1)NN2Cc1ccccc1 (centres undefined)	-3	-4	-14	0.9	-0.9	6	7	2	-6
CC1(C)CN(c2cccc(Br)c2)C1=O	-1	1	7	0.1	-1.0	7	3	-1	-4
CNC(=S)N1N=C(c2ccc(Br)cc2)CC1c1ccc(Br)cc1 (centres undefined)	0	-6	-10	-0.3	0.8	4	2	1	-27
O=C(NNc1c(Cl)cccc1Cl)C1CCC1	-2	0	6	2.6	0.1	-3	0	-3	10
Cn1c(-c2ccccc2[N+](=O)[O-])[n+](C)c2ccccc21	-2	-5	7	0.6	1.5	-13	58*	57*	8
CCCOc1ccc(C(=O)NCc2ccco2)cc1	-1	0	-6	-0.3	1.3	4	1	7	-24
COc1ccc(CCNC(=O)C/C(C)=N/NC(=O)C(c2ccccc2)c2ccccc2)cc1OC	4	2	-8	0.0	-0.5	4	-8	-2	-6
COc1c(Cl)cccc1-c1cn2ccc(C)cc2n1	6	3	-26	-0.8	0.4	-6	2	2	-12
COC(=O)c1[nH]c2ccc(F)cc2c1NS(=O)(=O)c1ccc(F)c(C)c1	-1	5	-1	-0.2	1.0	-11	2	-1	14
CCCC(=O)NC(=S)Nc1cccc(NC(=O)c2ccccc2)c1	-3	-1	-13	-1.5	3.2	-15	4	2	-6
CS(=O)(=O)Nc1ccc(C2=NN(C(=O)C3CCCCC3)C(c3cccs3)C2)cc1 (centres undefined)	2	-1[fluorescence artefact?]	-8	-1.1	-1.1	5	1	2	21
CN(C)S(=O)(=O)c1cccc(NC(=S)NCc2ccc3c(c2)OCO3)c1	4	-2	1	-0.1	1.7	-13	3	-2	2
COc1cccc2cc(C(C)N(CCCN3CCOCC3)C(=O)Nc3ccc(Cl)cc3)oc12 (centres undefined)	-1	1[fluorescence artefact?]	-6	-1.0	0.2	-18	4	-1	-1
Nc1nnc(Sc2ccc(Cl)cc2[N+](=O)[O-])s1	-1	-2	-22	1.1	-4.5	-7	1	65*	7
COc1ccc(-c2nnc(SCC(=O)N(Cc3ccccc3)C(C)(C)C)o2)cc1OC	-1	6	-6	-0.4	1.2	-4	3	0	3
CCN(CC(=O)Nc1ccc(NC(C)=O)cc1)C(=O)C(c1ccccc1)c1ccccc1	-2	0[fluorescence artefact?]	-10	-0.3	4.0	-14	5	-1	9
O=C(C1CCC(=O)N1C1CCCCC1)N1CCN(c2ccc(F)cc2)CC1 (centres undefined)	1	2	-20	0.7	0.8	-9	1	-2	-1
CSCCC(NC(=O)c1cncc(Br)c1)C(=O)O (centres undefined)	-3	-1	-12	0.4	-0.3	-16	3	4	-11
CCOC(=O)C1CCCCN1Cc1cc(Cl)ccc1O (centres undefined)	-1	x	-11	-0.6	-1.1	4	-1	-3	-2
CN(C)C(/C=C/Nc1ccc([N+](=O)[O-])cc1)=C(C#N)C#N	-1	1	-13	-0.1	2.0	-6	5	-3	11
CCOc1cc(/C=N/Nc2nc(=O)[nH]nc2C)ccc1O	-1	0	-3	-0.1	0.1	5	5	-5	11
Cc1c(Cl)cccc1-c1ccc(C(=O)N2CCN(c3ccc([N+](=O)[O-])cc3)CC2)o1	-1	-2	-5	0.8	1.7	-15	4	1	5
COCCN1CCn2c(nc3cc(Nc4nnc(C)c5ccccc45)ccc32)C1	0	-9	x	-0.1	2.0	6	0	-1	15
O=C(O)COCCN1CCN([C@H](c2ccccc2)c2ccc(Cl)cc2)CC1	6	2	x	1.4	0.3	20	-1	-4	10
O=C(COC(=O)c1cnccn1)c1ccccc1	0	-5	-11	0.6	0.0	-6	3	-3	-3
Cc1ccc(-c2nc(-c3ccccn3)no2)cc1	-5	-2	-5	0.1	0.0	0	21	23	6
CCOC(=O)c1c(C)n(-c2ccc(C)cc2)c2ccc(OCC(O)CN3CCN(C)CC3)cc12 (centres undefined)	0	15	-2	0.2	-0.2	-19	6	0	-47
COc1ccc(-n2c(SCC(=O)Nc3cccc(S(N)(=O)=O)c3)nc3ccccc3c2=O)cc1OC	-3	-3	-7	1.0	-0.9	-10	-4	-1	-8
O=C(O)C1=C[C@@H](c2coc3ccccc3c2=O)C[C@@H](OCCCCO)O1	1	-1	x	1.1	0.8	5	-1	-4	-11
Cc1cc2c(cc1C)[n+](C)cn2CC(O)COCc1ccccc1 (centres undefined)	0	-11[fluorescence artefact?]	1	1.6	0.0	8	16	9	-1
C[C@H](NC(=O)c1ccccc1Cl)C(=O)OCCOc1cccc(Cl)c1	3	1	-10	0.4	1.8	-4	1	-3	2
O=C(NCc1cccnc1)c1cn(-c2ccccc2)nc1-c1cccs1	1	1	-12	-1.3	0.7	-4	1	-1	-3
Cc1ccc(NC(=O)CSc2ccc(-c3ccco3)nn2)c(C)c1	6	1	10	0.7	-0.7	-11	2	-2	5
CC1(C(=O)OCc2cc(=O)n3cc(Br)ccc3n2)CC1(Cl)Cl (centres undefined)	3	4	-27	0.7	-4.1	1	4	-4	-13
COc1ccccc1Nc1ncccc1C(=O)NCc1ccccc1	-1	-8	2	-1.1	-0.7	-7	4	1	-22
C=CCNC(=O)c1cccc(C(F)(F)F)c1	-1	0	-14	1.4	3.1	8	-3	-1	7
Cc1cc(Nc2cccc([N+](=O)[O-])c2)n2c(nc3ccccc32)c1C#N	-2	2	-52	0.8	-2.9	-16	4	2	-21

(cont.)
SMILES	Wee1 stabilizer	eIF4E-4G inh	MDM2 E3 inh	PERK inhibitor	S1P4 ag	S1P4 antagonist	BaF3 parental	Ba/F3 V617F tox	NPY2 pot ag
Cc1nn(C)c(C)c1CNC(=O)c1cnn2c1NC(c1ccccc1)CC2C(F)(F)F (centres undefined)	2	-1	0	-0.8	1.8	-21	4	1	19
Nc1nc(-c2ccco2)nn1C(=O)c1ccccc1	0	6	-2	2.3	2.0	5	1	-3	-2
COc1ccc(-c2cc(C3CC3)nc(SCC(=O)c3cccs3)c2C#N)cc1	-3	5	-18	-0.1	0.0	1	3	3	3
CCOc1ccc(N(CC(=O)Nc2cccc(Cl)c2)S(=O)(=O)c2c(C)noc2C)cc1	0	-3	-14	-0.4	1.1	-16	1	-5	9
COc1ccc(Nc2ccc(S(=O)(=O)N3CCCCC3)cc2[N+](=O)[O-])cc1	3	6	-18	0.7	-1.2	8	6	5	7
